Screening results (PubChem BioAssay)
NPY-Y2 PAM-ag: NPY-Y2 potentiators or agonists, primary screen, cell-based. cells expressing NPY-Y2, potentiator/agonist read-out. activation, % at 3.6 µM. 220,000 compounds, 0.45% hits. AID 1359, 2008; in the data active = activation above about 27%;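 also: cells stimulated with NPY near EC25 plus isoproterenol at EC100; 0% = vehicle plus submaximal agonist and 100% = vehicle plus saturating agonist; some results beyond the cut were filed as inactive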
Target sequence (P49146 whole entry, looked up): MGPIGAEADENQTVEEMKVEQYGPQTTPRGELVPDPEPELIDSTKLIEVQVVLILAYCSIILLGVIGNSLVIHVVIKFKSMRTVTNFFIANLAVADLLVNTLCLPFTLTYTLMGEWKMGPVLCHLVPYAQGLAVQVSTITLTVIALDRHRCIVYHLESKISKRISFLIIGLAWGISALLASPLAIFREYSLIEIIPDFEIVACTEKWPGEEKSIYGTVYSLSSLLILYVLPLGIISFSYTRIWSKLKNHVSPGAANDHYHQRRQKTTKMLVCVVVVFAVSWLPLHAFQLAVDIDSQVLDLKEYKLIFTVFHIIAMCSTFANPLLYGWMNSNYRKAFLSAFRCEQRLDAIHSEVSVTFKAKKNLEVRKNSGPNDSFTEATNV
S1P4 ag: S1P4 receptor agonists, primary screen, cell-based; S1P4-expressing cell line, agonist reporter assay; activation, % at 4.98 µM; Sphingosine 1-phosphate receptor 4 (Homo sapiens), O95977; 220,000 compounds, 0.35% hits; in the data active = activation above about 11%;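 also: 0% = DMSO vehicle and 100% = reference agonist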
EP2 mod: EP2 receptor modulators, cAMP readout, primary screen, cell-based, HTRF cAMP, PGE2 stimulation. 260,000 compounds, 0.83% hits. EP2-expressing cells, cAMP HTRF FRET, PGE2 co-stimulation. AID 940, 2007. induction, % at 25 µM. Prostaglandin E2 receptor EP2 subtype (Homo sapiens), P43116;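 active = compounds whose cAMP rise, as percent of the full-agonist control response, exceeds 60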;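 also: rat C6 glioma line stably carrying human EP2 under a CMV promoter; the protocol text gives 20 µM as final concentration; 100% = response of wells given 1 µM PGE2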
Target sequence (P43116 whole entry, looked up): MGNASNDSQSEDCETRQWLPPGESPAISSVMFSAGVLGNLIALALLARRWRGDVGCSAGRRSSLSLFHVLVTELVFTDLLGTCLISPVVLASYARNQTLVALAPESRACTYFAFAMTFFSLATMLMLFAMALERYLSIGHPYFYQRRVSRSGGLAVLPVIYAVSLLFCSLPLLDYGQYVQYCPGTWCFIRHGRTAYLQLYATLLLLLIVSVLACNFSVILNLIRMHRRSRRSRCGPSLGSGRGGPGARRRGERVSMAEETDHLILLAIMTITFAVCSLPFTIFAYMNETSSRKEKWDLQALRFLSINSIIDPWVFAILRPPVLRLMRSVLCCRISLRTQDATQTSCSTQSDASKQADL
S1P4 antagonist: S1P4 receptor antagonists, primary screen, cell-based. Sphingosine 1-phosphate receptor 4 (Homo sapiens), O95977. 220,000 compounds, 0.26% hits. AID 1510, 2009. inhibition, % at 4.98 µM. S1P4-expressing cells, antagonist mode, reporter read-out; in the data active = inhibition above about 29%;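 also: 0% = wells stimulated with agonist and 100% = vehicle wells without agonist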
NPY1 pot ag: NPY-Y1 receptor potentiators or agonists, primary screen, cell-based | Neuropeptide Y receptor type 1 (Homo sapiens), P25929 | NPY-Y1 expressing cells, potentiator/agonist activation | activation, % at 3.6 µM | 220,000 compounds, 0.37% hits | AID 1304, 2008; in the data active = activation above about 33%, passing the limit was not always enough;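 also: cells stimulated with NPY at EC10 then isoproterenol at EC100; 0% = low agonist plus stimulus and 100% = saturating agonist plus stimulus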
PGE2 EP2 inh: human EP2 receptor antagonists, primary screen, TR-FRET cAMP, C6 glioma cells. C6 glioma cells expressing human EP2; cells stimulated with saturating PGE2. Prostaglandin E2 receptor EP2 subtype (Homo sapiens), P43116. 260,000 compounds, 0.52% hits. inhibition, % at 25 µM;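 active = percent inhibition above 40 after rounding to a whole number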;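 also: rat C6 glioma host cells with rolipram phosphodiesterase inhibitor present; the protocol text gives 20 µM as final concentration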
eIF4E-4G inh: eIF4E–eIF4G protein interaction inhibitors, primary screen, biochemical, uHTS, TR-FRET, eIF4GI fragment; Eukaryotic translation initiation factor 4E (Mus musculus) + Eukaryotic translation …; TR-FRET eIF4E-eIF4GI(517-606) binding, 2 h; inhibition, % at 21.7 µM; 220,000 compounds, 0.37% hits;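 active = inhibition above about 30%, limit read from the data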;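 also: 0% = full FRET control wells and 100% = background wells lacking eIF4GI fragment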
NPY Y1 blocker: NPY-Y1 receptor antagonists, primary screen, cell-based. HEK293-CNG Y1 cells, membrane potential fluorescence; NPY at EC95, then isoproterenol. inhibition, % at 3.6 µM. 200,000 compounds, 1% hits. AID 1040, 2008;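 active = inhibition above the campaign mean inhibition of all tested compounds plus 3 SD, cut at about 20% in these data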;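 also: 0% = DMSO wells given NPY plus isoproterenol and 100% = isoproterenol alone without NPY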
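Benchmarks – high control isoproterenol alone, low control NPY with isoproterenol · Material – HEK293 Y1/CNG channel cell line · Times – dye 3 h, compound 60 min room temperature, stimulation 45 min · Probe or stimulus – NPY (25 nM), isoproterenol (1 µM), Ro 20-1724 (25 µM) · Evaluation – % inhibition of NPY effect · Signal – fluorescence, membrane potential probe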
p97 inhibitor: inhibitors of human p97 ATPase, primary screen, biochemical. 220,000 compounds, 0.42% hits. inhibition, % at 8 µM. recombinant p97 ATPase, Kinase-Glo ATP luminescence, 3 h. AID 1481, 2009; in the data active = inhibition above about 15%;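 also: 0% = DMSO vehicle and 100% = wells lacking enzyme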
Numbers without * were called inactive; . = no result given; & = joins results of further samples; [ ] = remark or other dose. Not all compounds are listed, so the mix of outcomes need not match the whole.

Every second line gives: NPY Y1 blocker	eIF4E-4G inh	S1P4 ag	PGE2 EP2 inh	S1P4 antagonist	EP2 mod	NPY1 pot ag	p97 inhibitor	NPY-Y2 PAM-ag
> CCC(c1nnnn1C(C)(C)C)N1CCN(c2cc(Cl)ccc2C)CC1 (stereo unspecified)
    25*	-12	0.2	13&6	-4	-24&-40	-18	-4	-24
> COc1cc(C(=O)NNC(=O)c2cc(C)[nH]n2)cc(OC)c1OC
    2	3	-1.6	3	-20	-1	7	3	3
> Cc1cc2ncc(C(=O)Nc3ccsc3C(=O)O)c(C)n2n1
    6	-1	-0.9	5	-1	11	-7	1	-27
> Cc1ccc(CNS(=O)(=O)N(C)C)cc1
    3	-3	2.8	1	0	5	-2	4	-6
> Cc1ccc(NCc2nnc(SCC(=O)c3ccccc3)n2Cc2ccco2)c(C)c1
    1	2	0.7	7	-6	17	4	-4	-6
> COc1cc(/C=N/NC(=O)c2cnccn2)ccc1O
    -1	2[fluorescence artefact?]	3.6	7	-24	6	-6	0	0
> COc1ccc(N2C(=O)CNC2=S)cc1
    -1	1	-1.0	7	-13	1	7	-3	4
> CC(C)(C)c1cc(NCCCn2ccnc2)n2ncc(-c3ccc(Cl)cc3)c2n1
    -4	-1	0.0	13	10	40	33	-12	19
> Cc1ccccc1NC(=O)c1cc(=O)c2ccccc2o1
    0	-8	-1.6	1	5	3	2	8	12
> COC(=O)c1ccc(CSc2nnc(NC(=O)C3CCCO3)s2)cc1 (stereo unspecified)
    5	-8	0.3	10	-10	14	-9	-2	-19
> COC(=O)c1ccc(C)c(NS(=O)(=O)c2ccc3c(c2)OCCO3)c1
    10	-2	0.3	7	-32	-16	-5	-2	0
> O=c1c2c(ncn1CCO)nc1n2CCC1
    -8	-1	-3.6	8	-18	-6	2	1	13
> COc1ccc(N2CCN(C(C)=C3C(=O)c4ccccc4C3=O)CC2)cc1
    -1	5	-0.1	5	5	-27	4	0	1
> O=C(CN1CCCCC1)Nc1ccc(Br)cc1[N+](=O)[O-]
    14	3	-2.0	6	-1	43	-14	-1	1
> COC(=O)[C@@]1(Cc2ccc(F)cc2)[C@H]2c3cc(C(=O)N(C)C)n(CCSCCO)c3C[C@H]2CN1C(=O)c1ccccc1
    -2	-2	0.5	0	9	32	-6	-6	4
> Cc1ccccc1-c1coc2cc(O)ccc2c1=O
    -6	5	1.0	23	6	27	-8	3	-18
> COCCn1c(=O)c2cc3c(=O)n(CCOC)c(=O)c3cc2c1=O
    7	-7[fluorescence artefact?]	1.7	8	-11	24	-10	1	4
> O=C(Nc1ccc(Cl)cc1C(=O)NCC1CCCO1)c1ccco1 (stereo unspecified)
    2	-4	0.5	6	-13	2	1	2	0
> COc1ccccc1N(CC(=O)N/N=C/c1ccccc1C(=O)O)S(C)(=O)=O
    .	0	-0.7	10	4	4	15	-4	4
> O=C(NCCc1c[nH]c2ccccc12)C(=O)NCC1OCCN1S(=O)(=O)c1cc(F)ccc1F (stereo unspecified)
    .	-2	1.1	3	-14	-53	11	0	11
> CNC(=O)Nc1ccc2nc(C)sc2c1
    1	-1	0.9	9	-12	-9	4	7	4
> COc1ccc(-c2[nH]ncc2CN2CCCOc3c(cccc3OC)C2)c(OC)c1
    3	3	-0.8	5	0	-23	-4	5	-11
> CC(C)c1ccc(-c2cc(C(=O)N3N=C(C(F)F)CC3(O)C(F)F)c3ccccc3n2)cc1 (stereo unspecified)
    -10	0	-2.5	3	7	-2	31	2	12
> O=C(Cn1ccc([N+](=O)[O-])n1)NCc1cccnc1
    5	1	0.7	4	-2	6	-7	-1	-13
> CCOc1ccc(/C=C2\SC(=S)N(C)C2=O)cc1OC
    .	-3	-2.0	13	0	-24	16	6	16
> CCOC(=O)N1CCN(C(=O)c2ccccc2N(Cc2ccccc2)S(=O)(=O)c2ccc(OC)cc2)CC1
    9	3	-0.5	6	-2	43	0	-5	-13
> CC(=O)Nc1cc(C(F)(F)F)ccc1N1CCOCC1
    9	2[fluorescence artefact?]	0.6	8	-11	6	5	-4	4
> CCn1c(SCCN2CCCCC2)nnc1-c1ccc(S(=O)(=O)N2CCOCC2)cc1
    3	-15	-1.4	10	5	19	4	-1	-1
> Cc1nc2c(C)cccc2c2c1CCS2
    .	-2	-0.8	7	-4	-8	-24	2	-25
> C/C(=N\NC(=O)CNC(=O)C(c1ccccc1)c1ccccc1)c1ccc(C(C)(C)C)cc1
    3	8[fluorescence artefact?]	5.2	9	-18	13	-11	-1	9

9 compounds out of the list, ordered by formula weight, rising:
Every second line gives: NPY Y1 blocker	eIF4E-4G inh	S1P4 ag	PGE2 EP2 inh	S1P4 antagonist	EP2 mod	NPY1 pot ag	p97 inhibitor	NPY-Y2 PAM-ag
> CNC(=O)Nc1ccc2nc(C)sc2c1
    1	-1	0.9	9	-12	-9	4	7	4
> Cc1ccccc1NC(=O)c1cc(=O)c2ccccc2o1
    0	-8	-1.6	1	5	3	2	8	12
> CC(=O)Nc1cc(C(F)(F)F)ccc1N1CCOCC1
    9	2[fluorescence artefact?]	0.6	8	-11	6	5	-4	4
> CCOc1ccc(/C=C2\SC(=S)N(C)C2=O)cc1OC
    .	-3	-2.0	13	0	-24	16	6	16
> COc1ccc(N2CCN(C(C)=C3C(=O)c4ccccc4C3=O)CC2)cc1
    -1	5	-0.1	5	5	-27	4	0	1
> CCC(c1nnnn1C(C)(C)C)N1CCN(c2cc(Cl)ccc2C)CC1 (stereo unspecified)
    25*	-12	0.2	13&6	-4	-24&-40	-18	-4	-24
> COc1ccccc1N(CC(=O)N/N=C/c1ccccc1C(=O)O)S(C)(=O)=O
    .	0	-0.7	10	4	4	15	-4	4
> CC(C)(C)c1cc(NCCCn2ccnc2)n2ncc(-c3ccc(Cl)cc3)c2n1
    -4	-1	0.0	13	10	40	33	-12	19
> CCOC(=O)N1CCN(C(=O)c2ccccc2N(Cc2ccccc2)S(=O)(=O)c2ccc(OC)cc2)CC1
    9	3	-0.5	6	-2	43	0	-5	-13

More compounds follow:
Every second line gives: NPY Y1 blocker	eIF4E-4G inh	S1P4 ag	PGE2 EP2 inh	S1P4 antagonist	EP2 mod	NPY1 pot ag	p97 inhibitor	NPY-Y2 PAM-ag
> COc1ccc(NC(=S)N2CCN(C(=O)c3ccco3)CC2)c(OC)c1
    -3	0	1.1	11	-20	-3	5	-3	17
> CC(C)n1cc(/C=C2/SC(=O)N(CC(=O)N3CCCC3)C2=O)c2ccccc21
    -2	7	0.9	6	-27	-1	4	-5	12
> C=CCn1c(-c2cccc(Cl)c2)n[nH]c1=S
    8	1[fluorescence artefact?]	-4.0	33	-1	21	-13	1	-6
> OCCC1CN(Cc2nc3c(s2)CCCC3)CCN1CCc1ccccc1 (stereo unspecified)
    9	4	-0.6	4	13	-12	-7	1	-6
> CC(C)NC(=O)c1cc2cc([N+](=O)[O-])ccc2s1
    2	6	0.5	2	-2	-13	-2	2	-4
> O=C(CCCCCNC(=O)c1ccccc1)C[N+](=O)[O-]
    6	-3	0.5	3	-2	7	-4	-6	19
> CCCOc1ccc(Cn2c(O)cc(=O)[nH]c2=O)cc1
    -1	4[fluorescence artefact?]	-2.9	2	5	10	2	-2	-10
> O=C(NCC1CCN(c2ccc(S(=O)(=O)N3CCOCC3)cc2)CC1)c1ccc(Cl)cc1
    -4	-11	1.2	18	-14	-7	-10	-5	-18
> COc1ccccc1Nc1nnc(SCC(=O)NC(=O)Nc2ccc3c(c2)OCCO3)s1
    -4	5[fluorescence artefact?]	0.7	5	-8	3	-14	3	10
> COC(=O)c1ccc(NC(=O)c2ccccc2NS(C)(=O)=O)cc1
    3	-5	-2.9	14	-13	-33	-3	-2	-10
> CN1CCN(c2ccc(CNS(=O)(=O)Cc3ccc(Cl)cc3)cc2)CC1
    .	-1	-2.5	9	4	-4	-12	-4	-11
> Cn1nc(C(=O)OCC(=O)N2CCc3ccccc32)c2ccccc2c1=O
    1	-2	-0.5	9	-2	-47	10	8	0
> O=C(O)CSc1nnc(CNc2ccccc2Cl)n1-c1ccccc1
    -6	3[fluorescence artefact?]	0.0	6	-1	5	-5	-1	-1
> CCOC(=O)c1cnc(SCC(=O)c2ccccc2)nc1N
    8	-2	-0.2	4	-1	-23	-28	-9	-15
> CC1=NN(c2ccc([N+](=O)[O-])cc2)C(c2ccccc2)C1 (stereo unspecified)
    -3	1	0.4	8	4	62*	-3	3	5
> CCCCN(Cc1ccccc1)C(=O)c1cnc2n(c1=O)CCS2
    -3	2	0.4	6	-4	-20	7	1	-2
> Cc1c(NC(=O)CN2C(=O)NC(C)(c3ccc4c(c3)OCCO4)C2=O)c(=O)n(-c2ccccc2)n1C (stereo unspecified)
    6	2[fluorescence artefact?]	-0.5	10	-4	11	-4	3	11
> COc1ccccc1C1=NOC(COC(=O)c2ccc([N+](=O)[O-])cc2)C1 (stereo unspecified)
    .	3	1.0	2	-4	-14	-25	-5	-11
> FC(F)Oc1ccc(NC(=S)NN2CCOCC2)cc1
    -2	-3	0.0	12	-16	22	-18	2	-8
> COc1ccc(N(CC(=O)N/N=C/c2ccc(-c3ccc([N+](=O)[O-])cc3)o2)S(=O)(=O)c2ccc(C)cc2)cc1
    0	-1[fluorescence artefact?]	2.8	10	-4	-11	8	8	-15
> O=C(CCC1COc2ccccc2O1)Nc1ccccn1 (stereo unspecified)
    -5	5	1.1	14	-17	-16	-9	-3	-14
> Cn1c(C(=O)NCCCN2CCN(c3ccccc3F)CC2)cc2c(=O)n(C)c3ccccc3c21
    6	-1	-2.3	7	-9	-7	-36	-4	-16
> CCC(=O)c1ccc(OCc2ccc(C#N)cc2)cc1
    1	0	1.3	6	-1	-9	3	0	-1
> CCOC(=O)c1ccc(OCC(=O)c2ccc(O)cc2O)cc1
    -4	-3	0.6	13	-3	28	0	-2	-16
> CCOC(=O)c1c(NC(=O)CCCC(=O)O)sc2c1CCC2
    6	-2	1.0	12	-14	38	13	10	-7
> CCOc1ccc(OCC)c(-c2c(=O)n(OCc3ccccc3C(=O)OC)c3ccccc3[n+]2[O-])c1
    11	1[fluorescence artefact?]	1.0	7	-22	35	-2	-4	-4
